Compound activity: PubChem BioAssay, Broad Institute
ERp5 block: ERp5 (human) disulfide isomerase inhibition; Q15084; ERp5 insulin aggregation, absorbance 650 nm, 90 min; inhibition, % at 9.99 µM; 350,000 tested, 0.05% active; AID 651711;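 active = mean replicate inhibition above about 25%, with every replicate also reaching it, limit read from the data, passing the limit was not always enough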
Target sequence (Q15084 whole entry, looked up): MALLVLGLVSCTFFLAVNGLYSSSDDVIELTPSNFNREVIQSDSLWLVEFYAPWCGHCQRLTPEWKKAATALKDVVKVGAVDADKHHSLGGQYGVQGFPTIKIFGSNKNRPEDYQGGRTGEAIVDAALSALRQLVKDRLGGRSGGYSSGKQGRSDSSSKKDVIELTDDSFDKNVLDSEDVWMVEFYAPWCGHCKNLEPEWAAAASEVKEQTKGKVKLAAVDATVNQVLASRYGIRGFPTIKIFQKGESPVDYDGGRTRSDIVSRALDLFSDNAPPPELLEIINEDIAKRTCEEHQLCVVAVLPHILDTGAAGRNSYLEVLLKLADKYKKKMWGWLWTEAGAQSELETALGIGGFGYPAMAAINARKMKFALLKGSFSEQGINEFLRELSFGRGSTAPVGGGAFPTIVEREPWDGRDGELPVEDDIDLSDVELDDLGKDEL
Cneo AK release: causes C. neoformans cell lysis; 360,000 tested, 0.2% active; lysis activity, % at 15 µM; adenylate kinase release luminescence, 4 h; normalised: neutral wells 0, clomiphene wells 100;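 active = mean lysis activity across replicates of at least 80%, whatever share of replicates individually reach that level; inactive = mean lysis activity below 80%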
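Schedule: static 4 h at 37 °C with compound, 1 h detection; system: C. neoformans cells; benchmarks: Clomiphene as positive control; buffer or medium: fresh YPD medium; measure: luminescence rise reflecting yeast cell lysis; measured by: luminescent adenylate kinase detection reagent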
esBAF inh: SWI/SNF esBAF complex inhibition; 350,000 tested, 2% active; reporter increase, % at 12.5 µM; mouse ES cells, Bmi1-luciferase knock-in reporter, 24 h; 100% = twice the neutral-well signal; AID 602393; in the data active = activation above about 40%;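 also: 0% = median of the plate's neutral control wells and 100% = double that signal; a rise in the Bmi1 reporter signal indicates esBAF inhibition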
miR122 inh: miR-122 inhibition in Huh7 cells | 340,000 tested, 0.3% active | activation (reporter increase), % at 12.5 µM | Huh7 miR-122 Renilla luciferase sensor, 48 h; neutral wells = 0, positive control = 100;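 active = mean replicate activation score at least 90 and every replicate individually at or above 90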;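 also: higher luciferase means less miR-122 activity so hits act as miR-122 inhibitors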
SIRT5 block: sirtuin-5 (human) deacylase inhibition; Q9NXA8; Purified SirT5, succinyl-peptide AMC, trypsin-coupled fluorescence; inhibition, % at 15 µM; 330,000 tested, 1.1% active; in the data active = inhibition above about 15%
Target sequence (Q9NXA8 whole entry, looked up): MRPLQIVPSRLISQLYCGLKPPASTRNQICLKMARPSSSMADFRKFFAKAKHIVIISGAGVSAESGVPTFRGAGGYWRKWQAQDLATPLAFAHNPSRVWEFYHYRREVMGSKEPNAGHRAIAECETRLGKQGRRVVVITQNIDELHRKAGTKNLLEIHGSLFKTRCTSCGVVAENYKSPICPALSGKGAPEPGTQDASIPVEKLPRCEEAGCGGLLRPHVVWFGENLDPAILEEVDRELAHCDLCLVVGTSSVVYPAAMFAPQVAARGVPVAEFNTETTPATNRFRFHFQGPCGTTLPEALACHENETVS
ARNT-TACC3 inh: ARNT/TACC3 interaction disruption | AlphaScreen His-ARNT PAS-B/GST-TACC3 binding, luminescence; TACC3 fragment carries E629A point mutation | inhibition, % at 9.99 µM | 390,000 tested, 0.66% active | AID 623870;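 active = mean inhibition of replicates at least 50% and at least half of replicates each reaching 50%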;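 also: 0% = complete ARNT plus TACC3 wells and 100% = ARNT alone without TACC3; many hits fall short of the cut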
C2C12 statin: protects C2C12 myotubes from simvastatin toxicity. ATP luminescence, 48 h; scaled: DMSO 0, geranylgeraniol control 100. rescue of ATP level, % at 7.49 µM. 330,000 tested, 0.78% active;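 active = mean ATP rescue above about 67%, or every replicate alone reaching that limit, limit read from the data, passing the limit was not always enough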;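 also: myotubes were challenged with 10 µM simvastatin during compound exposure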
* hit, by the source's call; . = no result given; [ ] = remark or other dose.

#	structure	ERp5 block	Cneo AK release	esBAF inh	miR122 inh	SIRT5 block	ARNT-TACC3 inh	C2C12 statin
1	O=C(N[C@@H]1CC[C@@H](CCNC(=O)C2CCCCC2)O[C@@H]1CO)c1ccncc1	3	0	0	.	3	-7	-4
2	O=c1c2[nH]c3ccc(F)cc3c2ncn1CCC1=CCCCC1	1	.	.	.	1	3	.
3	Cc1cnc(CN(C)Cc2nc(Cc3cccc(C(F)(F)F)c3)no2)[nH]1	1	-11	-2	-3	1	-1	1
4	Cc1ccccc1C(=O)NC(C(N)=O)P(=O)(OC(C)C)OC(C)C (configuration not stated)	1	.	.	.	4	-3	.
5	Cn1c(=O)c2c(nc(NCCOc3ccc(C(C)(C)C)cc3)n2C)n(C)c1=O	-4	0	-35	-10	0	-7	-29
6	CON(c1nc(Cl)nc(N(C)C)n1)S(=O)(=O)c1ccc(C)cc1	-3	0	1	.	-3	-2	2
7	Cc1ccc(C(=O)NCc2ccco2)o1	-17	4	10	-4	-3	-13	1
8	COCC(=O)Nc1ccc2c(c1)OC[C@@H](C)N(C(=O)NC(C)C)C[C@@H](C)[C@@H](OC)CN(C)C2=O	0	1	2	.	-4	5	-8
9	COc1cc(-c2cc(NC(C)=O)c3ncc(-c4ccc(C(C)=O)cc4)n3c2)cc(OC)c1OC	3	-1	4	2	-10	.	-19
10	Cc1ccccc1S(=O)(=O)N1[C@H](C#N)[C@H](c2ccc(-c3ccc(F)cc3)cc2)[C@H]1CO	-5	-3	6	.	5	-5	-3
11	C/C(O)=C/c1nc2ccccc2[nH]c1=O	-3	.	.	.	-4	24	.
12	CCC(C)(C)C1CCC2(CC1)NC(=O)N(CC(=O)NC(C)CCc1ccccc1)C2=O (configuration not stated)	-1	2	-1	.	0	-1	-6
13	CC1(C)Cc2ccccc2C(NNC(=O)c2ccccn2)=N1	.	1	5	9	.	66*	21
14	O=C(COC(=O)/C=C/c1cccc(Cl)c1)Nc1cccc(S(=O)(=O)NC2=NCCC2)c1	5	1	-2	-7	-8	5	-7
15	COc1ccc(NC(=O)N(C)C[C@@H]2Oc3ccc(NC(=O)Nc4c(C)noc4C)cc3CC(=O)N([C@@H](C)CO)C[C@H]2C)cc1	19	2	2	-2[16.7 µM]	1	-1	20
16	Cc1csc(SCCN2C(=O)c3ccccc3C2=O)n1	-1	0	65*	-2	.	-5	11
17	O=C(Nc1ccc2c(c1)OCO2)c1csc([C@@H]2O[C@H](CO)[C@H](O)[C@H](O)[C@H]2O)n1	0	-1	-3	2	-2	.	2
18	Cc1nnc(N2CCCC(C(=O)Nc3cc(F)ccc3F)C2)c2nn(-c3ccccc3)c(C)c12 (configuration not stated)	.	10	-13	1	.	9	-7
19	C=CCN(CC=C)S(=O)(=O)c1ccc(NC(=S)NC(=O)c2ccc(-c3ccccc3)cc2)cc1	.	0	11	0	.	-6	12
20	COC(=O)[C@]1(C)N[C@H](CN(C)S(=O)(=O)c2ccc(-c3ccccc3)cc2)[C@@H]2C(=O)N(C)C(=O)[C@@H]21	1	0	4	.	-1	-2	1
21	CC(=O)N1N=C(c2cccc(NS(=O)(=O)c3ccc(C)cc3)c2)CC1c1ccco1 (configuration not stated)	-3	0	3	66	-3	-1	9
22	CC(C)(C)c1cc(C(=O)N/N=C/c2ccccn2)n[nH]1	8	5	.	.	0	20	.
23	CCOC(=O)C(C)OC(=O)C1=C(C)NC(=O)NC1c1ccc2c(c1)OCO2 (configuration not stated)	3	2	-3	.	20*	-10	-3
24	CN1CCC(CNC(=O)Nc2ccccc2)(c2ccccc2)CC1	-2	1	2	-4	-3	5	7
25	CC(=O)N(C[C@@H]1N[C@@H](CO)[C@@H]1c1ccc(-c2ccccc2)cc1)C(C)C	-1	-3	-2	67[16.7 µM]	0	-3	-5
26	O=C(O)/C(=C\c1ccccc1Cl)c1ccc(S(=O)(=O)N2CCCCC2)s1	2	-3	5	2	-2	.	4
27	COc1ccc(NC(=S)NC(=O)c2cncc(Br)c2)c(OC)c1	0	2	4	.	-1	2	-25
28	CCCNC(=O)Nc1ccc2c(c1)OC[C@H](C)N(Cc1ccccn1)C[C@@H](C)[C@@H](OC)CN(C)C2=O	1	-7	1	.	0	-14	2
29	O=C(O)COc1cccc(/C=C2/SC(=S)N(Cc3ccccc3)C2=O)c1	4	5	6	-7	-1	11	5
30	Cc1cc(NC(=O)C2CC2)ncc1NC(=O)C12CC3CC(CC(C3)C1)C2	.	2	-1	2	.	4	-17

Records above that bear a hit mark in ARNT-TACC3 inh:
no. | mol | ERp5 block | esBAF inh | miR122 inh | SIRT5 block | ARNT-TACC3 inh
13 | CC1(C)Cc2ccccc2C(NNC(=O)c2ccccn2)=N1 | . | 5 | 9 | . | 66*

Returning to the listing; the three compounds before the break are reprinted first.
#	structure	ERp5 block	Cneo AK release	esBAF inh	miR122 inh	SIRT5 block	ARNT-TACC3 inh	C2C12 statin
28	CCCNC(=O)Nc1ccc2c(c1)OC[C@H](C)N(Cc1ccccn1)C[C@@H](C)[C@@H](OC)CN(C)C2=O	1	-7	1	.	0	-14	2
29	O=C(O)COc1cccc(/C=C2/SC(=S)N(Cc3ccccc3)C2=O)c1	4	5	6	-7	-1	11	5
30	Cc1cc(NC(=O)C2CC2)ncc1NC(=O)C12CC3CC(CC(C3)C1)C2	.	2	-1	2	.	4	-17
31	CCN(c1ccccc1)S(=O)(=O)c1ccc(C(=O)Nc2c(C)n(C)n(-c3ccccc3)c2=O)cc1	3	1	-2	-2	-4	24	1
32	O=C(NCc1ccc2c(c1)OCO2)C1CCN(C(=O)Nc2ccc(Cl)cc2)CC1	.	0	0	0	.	-2	-2
33	COc1ccc(C2CC(c3cccs3)=NN2C(=O)CSc2nc(=O)n3cc(C)ccc3n2)cc1 (configuration not stated)	7	1	13	-2	2	1	23
34	Cc1ccc(C(=O)NCCc2csc(C)n2)cc1	-11	-8	-9	-5	0	-1	-6
35	CCc1c(C)c2c(C)[nH]nc2oc1=O	.	1	3	-5	.	7	-2
36	Cc1ccc(C(CNC(=O)C(=O)Nc2ccc3c(c2)OCCO3)N2CCN(C)CC2)cc1 (configuration not stated)	1	0	.	.	2	-1	.
37	CC(C)(C)Nc1nc(Oc2ccc(=O)n(-c3ccccc3)n2)nc(N2CCOCC2)n1	.	1	-5	2	.	4	0
38	O=C(Cn1ncc2c(=O)oc3ccccc3c21)NCCC1=CCCCC1	.	-5	-4	-4	.	-4	-7
39	CCC(=O)Nc1ccc2c(c1)C(=O)N(C)C[C@@H](OC)[C@@H](C)CN(CCC(F)(F)F)[C@@H](C)CO2	11	-4	-7	-3[16.7 µM]	3	-10	11
40	Cc1cc(C(F)(F)F)nc(CCNCc2c(C(=O)N3CCCC3)nc3ccccn23)n1	-3	4	.	3	.	4	.
41	Cc1ncc2c(n1)-c1cc(F)ccc1SC2	6	-1	-3	-8	0	9	-3
42	COc1cccc(/C=C2\SC(=S)N(C(Cc3ccccc3)C(=O)O)C2=O)c1 (configuration not stated)	-5	.	.	-3	4	2	.
43	CC(=O)N[C@H]1CC[C@H](CCNC(=O)Nc2ccc(C(F)(F)F)cc2)O[C@@H]1CO	5	-3	2	.	-3	4	-28
44	COCCn1c(C)cc(C(=O)COC(=O)c2cncc(Br)c2)c1C	0	1	20	-5	1	.	98*
45	CCCN(CC1CC1)C(=O)Nc1ccccc1C	.	-3	-10	4	.	1	.
46	CC1C(=O)Nc2ccccc2N1C(=O)c1ccc(Cl)cc1 (configuration not stated)	-2	3	-3	-3	-7	6	6
47	C[C@H](CO)N1C[C@H](C)[C@H](CN(C)C(=O)Cc2cccnc2)Oc2cc(C#Cc3ccccc3F)ccc2S1(=O)=O	1	33	1	10[16.7 µM]	2	-2	43
48	COc1ccc(N2CCN(S(=O)(=O)CCNC(=O)/C=C/c3ccccc3)CC2)cc1	3	.	.	.	-4	-2	.
49	CC(C)C#Cc1ccc([C@@H]2[C@H]3CN(C(=O)Nc4ccccc4)CCCCN3[C@H]2CO)cc1	-7	0	.	2[16.7 µM]	4	-3	.
50	CCCc1nnc(NC(=O)CCC(=O)NC2CCCC2)s1	4	3	-9	-2	0	-3	-8
51	COc1ccc(CCNC(=O)C2CCCN(S(=O)(=O)c3cccc4nonc34)C2)cc1OC (configuration not stated)	.	-2	2	3	.	-5	-3
52	Cn1c(-c2ccc(Br)cc2)cnc1NCc1ccc(C#N)cc1	1	-1	3	11	1	21	-15
53	Cc1ncc(N=Nc2ccc(F)cc2)c(-c2ccc(Cl)cc2)n1	.	-1	-3	-5	.	-6	-73
54	Cn1c(=O)[nH]c2c(cnn2C)c1=O	1	2	-7	-9	-11	-4	-4
55	Nc1ncnc2c1ncn2[C@@H]1O[C@H](C(=O)N[C@H]2c3ccccc3C[C@H]2O)[C@@H](O)[C@H]1O	-5	1	-8	-8	-3	.	-5
56	CC(=O)Nc1ccc(NC(=O)Cn2c(=O)n(-c3ccc(C)cc3)c(=O)c3oc4ccccc4c32)cc1	-3	-2	-5	4	0	-5	-6
57	Cc1ccc(NC2=NC(c3ccc(C)cc3)n3c(nc(C)cc3=O)N2)cc1 (configuration not stated)	.	0	-7	-4	.	-3	2
58	COc1cccc(OC)c1-c1cnc(NC(C)=O)cn1	0	0	-4	-1	.	.	0
59	Cc1cccc(N2CCN(C(=O)CS(=O)(=O)Cc3nc(-c4ccccc4F)oc3C)CC2C)c1 (configuration not stated)	7	2	3	-6	1	0	2
60	O=c1ccc2ccc(O)cc2o1	6	0	-4	-6	.	-8	13

Rewritten in transposed form: entries from further up.
53) Cc1ncc(N=Nc2ccc(F)cc2)c(-c2ccc(Cl)cc2)n1
50) CCCc1nnc(NC(=O)CCC(=O)NC2CCCC2)s1
Compound	53	50
ERp5 block	.	4
Cneo AK release	-1	3
esBAF inh	-3	-9
miR122 inh	-5	-2
SIRT5 block	.	0
ARNT-TACC3 inh	-6	-3
C2C12 statin	-73	-8

Continuation.
#	structure	ERp5 block	Cneo AK release	esBAF inh	miR122 inh	SIRT5 block	ARNT-TACC3 inh	C2C12 statin
61	C[C@@H]1CN([C@@H](C)CO)C(=O)c2cccc(NC(=O)c3nc4ccccc4s3)c2O[C@H]1CN(C)C(=O)Nc1ccc(C(F)(F)F)cc1	.	-1	-3	-18[16.7 µM]	2	0	-44
62	CC1(C)CC2(CCO1)OC(=O)CC2C(=O)NCCc1ccccc1 (configuration not stated)	.	-3	-2	-1	.	-6	-25
63	Cc1c(C(=O)Nc2ccc(S(=O)(=O)N(C)C3CCN(C)CC3)cc2)oc2c(Cl)cccc12	19	-1	-66	.	-2	20	-11
64	CO[C@H]1CN(C)C(=O)c2cc(NC(=O)Nc3ccccc3Cl)ccc2OC[C@@H](C)NC[C@H]1C	-9	1	2	12[16.7 µM]	3	17	-8
65	COc1ccccc1CNC(=O)CSc1nn2c(=O)c(C(C)(C)C)nnc2s1	1	.	.	.	-4	4	.
66	Cc1csc(NC(=O)c2cccc([N+](=O)[O-])c2C(=O)O)n1	4	2	3	3	-3	2	3
67	CN(C(=O)c1ccc(S(=O)(=O)N2CCOCC2)cc1)C1CCS(=O)(=O)C1 (configuration not stated)	1	-1	.	3	-2	-1	11
68	CNC[C@@H]1OCCCC[C@H](C)Oc2ccc(NS(C)(=O)=O)cc2C(=O)N([C@@H](C)CO)C[C@H]1C	0	-1	-7	2[16.7 µM]	-2	-7	-39
69	CCCc1[nH]nc2c1C(c1ccc(OCCN3CCOCC3)c(OC)c1)C(C#N)=C(N)O2 (configuration not stated)	.	1	11	3	.	1	.
70	O=c1cc(N2CCOCC2)[nH]c(=O)n1-c1ccc(Cl)cc1	11	-3	-1	4	-8	-1	4
71	Nn1c(SCC(=O)N2CCc3ccccc3C2)nnc1-c1cccs1	.	2	4	-2	.	-4	1
72	CC(=O)n1nc(-c2ccccc2)cc1-c1ccccc1	4	.	.	.	-1	-11	.
73	Cc1cc(C)c2c(CN3CCC(C)CC3)cc(=O)oc2c1C	-7	0	3	-4	-5	-1	-9
74	O=C1C2C3C=CC(C3)C2C(=O)N1c1nc2ccccc2s1 (configuration not stated)	.	-2	.	10	.	-1	6
75	C[C@@H]1CN([C@@H](C)CO)C(=O)Cc2cc(NC(=O)CCN3CCOCC3)ccc2O[C@@H]1CN(C)Cc1ccncc1	2	-3	-3	9[16.7 µM]	16*	8	14
